Screening results from PubChem.
Nrf2 inh: inhibitors of Nrf2 signaling. A549 ARE-Fluc reporter, luciferase luminescence, 18-24 h. Potency, µM (series often up to 46 µM), inactives show at the highest dose activity change, negative = inhibition, most hits filed as inhibitors. 2.1% of 360,000 active; further: potency means the concentration at half of the fitted maximal effect; on the % scale 0 is the no-effect control and ±100 the full control effect; nearly all actives have a fitted effect of over 60% in size
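Nrf2 activity is the BugLite luminescence, read 15 min after reagent at room temperature, following CellTiter-Fluor cytotoxicity readout (30 min, 37C). Compound titrations were applied for 18-24 h to 5000 A549 ARE_Fluc cells/well in 5% FBS OPTI-MEM.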
Nrf2 activator: activates Nrf2 signaling | AREc32 ARE-luciferase reporter (MCF7-derived line), luminescence, 24 h | Potency, µM (highest dose often 46.1 µM), without a hit: at the top dose activation, usual class: activators | 0.31% of 410,000 active | AID 624171; further: potency means the concentration at half of the fitted maximal effect; % of control where 0% means no effect; nearly all actives have a fitted effect of over 65% in size
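AREc32 cells carrying an ARE-driven firefly luciferase, 1000 cells/well in OPTI-MEM with 5% FBS, dosed after overnight attachment and incubated 24 hr at 37 deg C. Steady-Glo luminescence read after 30 min at RT.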
HepG2 tox: HepG2 cytotoxicity, counter-screen for TGF-b inhibitors; AID 588856; 0.76% of 410,000 active; HepG2 CAGA-GFP viability, ATP luminescence, 18 h; Potency, µM (highest dose often 46.1 µM), for inactives: at the top dose activity change, negative = cytotoxicity, hits mostly cytotoxic; further: potency means the concentration at half of the fitted maximal effect; some results filed as inactive show a strong effect at the top dose
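CellTiter-Glo luminescence gave cytotoxicity after 18 hours at 37 degrees C. The cells were HepG2 CAGA-GFP in 1% FBS DMEM, stimulated with 500 pg/mL TGF-beta after compound addition. %Activity was normalised to no-cell wells (complete cell-killing) and DMSO (no toxicity), and curves were fitted and classified.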
IL-2 act: IL-2 activation. IL-2 activation reporter assay, cell-based qHTS; stimulated with anti-CD3/CD4/CD28 beads; in transgenic mouse T cells. activation, % (series mostly up to about 46 µM). 0.065% of 360,000 active; in the data active means activation above about 50%; inconclusive means mostly about 30% to 49%; further: 0% is about no effect
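Screening format: compound pinned onto unstimulated transgenic mouse T cells, 60 min incubation, then anti-CD3/anti-CD4/anti-CD28 bead stimulation for 18 hours at 37 degrees C, followed by EGFP and DsRed detection.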
ATXN2 expr inh: reduces ATXN2 reporter expression in HEK-293 cells. Potency, µM (highest dose often 57 µM), for inactives: at the highest dose activity change, negative = inhibition, hits mostly inhibitors. HEK-293 ATXN2-luciferase reporter, luminescence, 24 h. 0.72% of 360,000 active; further: potency means the concentration at half of the fitted maximal effect; on the % scale 0 is the no-effect control and ±100 the full control effect; nearly all actives have a fitted effect of over 55% in size
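ATXN2-luciferase reporter cells (luciferase flanked by upstream and downstream ATXN2 gene portions) were treated 24 h at 37 °C with compounds at up to 57 uM. SteadyGlo luminescence gave expression; GF-AFC fluorescence gave viability.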
ATXN viability: viability counter-screen for ATXN expression inhibitors. S2 cells (HEK-293 line with an ATXN2-luciferase reporter) viability, CellTiter-Fluor protease fluorescence, 24 h. Potency, µM (doses to about 56.7 µM), usual class: cytotoxic. 0.49% of 400,000 active. AID 651635; further: potency means the concentration at half of the fitted maximal effect; nearly all actives have a fitted effect of over 40% in size
A549 viability: A549 cytotoxicity, counter-screen for Nrf2 inhibitors; A549 ARE-Fluc cells, CellTiter-Fluor viability, 18-24 h; Potency, µM (series often up to 46 µM), without a hit: at the highest dose activity change, negative = cytotoxicity, usual class: inhibitors; 0.16% of 390,000 active; AID 504648; further: potency means the concentration at half of the fitted maximal effect; on the % scale 0 is the no-effect control and ±100 the full control effect
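A549 ARE-Fluc cells in 5% FBS OPTI-MEM, 5000 cells/well, rested 2 h then exposed to compounds in concentration-response for 18-24 h at 37 °C. Viability by CellTiter-Fluor fluorescence (Ex 405/Em 525) after 30 min; luciferase luminescence (BugLite, 15 min, RT) read afterwards.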
TGFb SMAD3 inh: TGF-b pathway inhibition. 1.2% of 410,000 active. AID 588855. Potency, µM (titrated, usually from 46.1 µM), for inactives: at the highest dose activity, negative = inhibition, most hits filed as inhibitors. HepG2 CAGA-GFP TGF-b/SMAD3 reporter, GFP fluorescence, 18 h; TGF-beta stimulated, 500 pg/mL final; further: potency means the concentration at half of the fitted maximal effect; on the % scale 0 is the no-effect control and ±100 the full control effect; nearly all actives have a fitted effect of over 65% in size
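First, reporter cells (HEPG2 CAGA-GFP) rested 2 h at 37 degrees C. Next, compounds were pinned in and TGF-beta added to 500 pg/mL final. After 18 h, GFP was imaged per cell and summed per well.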
EPAC2 agonist: activates human EPAC2 exchange factor | Q8WZA2 | EPAC2 activation, biochemical qHTS; response scale: 100% = 6.5 mM cAMP response | Potency, µM (top dose mostly 154 µM), for the others: at the top dose activation, most hits filed as activators | 0.079% of 360,000 active; further: potency means the concentration at half of the fitted maximal effect; nearly all actives have a fitted effect of over 50% in size
Target sequence (Q8WZA2 whole entry, looked up): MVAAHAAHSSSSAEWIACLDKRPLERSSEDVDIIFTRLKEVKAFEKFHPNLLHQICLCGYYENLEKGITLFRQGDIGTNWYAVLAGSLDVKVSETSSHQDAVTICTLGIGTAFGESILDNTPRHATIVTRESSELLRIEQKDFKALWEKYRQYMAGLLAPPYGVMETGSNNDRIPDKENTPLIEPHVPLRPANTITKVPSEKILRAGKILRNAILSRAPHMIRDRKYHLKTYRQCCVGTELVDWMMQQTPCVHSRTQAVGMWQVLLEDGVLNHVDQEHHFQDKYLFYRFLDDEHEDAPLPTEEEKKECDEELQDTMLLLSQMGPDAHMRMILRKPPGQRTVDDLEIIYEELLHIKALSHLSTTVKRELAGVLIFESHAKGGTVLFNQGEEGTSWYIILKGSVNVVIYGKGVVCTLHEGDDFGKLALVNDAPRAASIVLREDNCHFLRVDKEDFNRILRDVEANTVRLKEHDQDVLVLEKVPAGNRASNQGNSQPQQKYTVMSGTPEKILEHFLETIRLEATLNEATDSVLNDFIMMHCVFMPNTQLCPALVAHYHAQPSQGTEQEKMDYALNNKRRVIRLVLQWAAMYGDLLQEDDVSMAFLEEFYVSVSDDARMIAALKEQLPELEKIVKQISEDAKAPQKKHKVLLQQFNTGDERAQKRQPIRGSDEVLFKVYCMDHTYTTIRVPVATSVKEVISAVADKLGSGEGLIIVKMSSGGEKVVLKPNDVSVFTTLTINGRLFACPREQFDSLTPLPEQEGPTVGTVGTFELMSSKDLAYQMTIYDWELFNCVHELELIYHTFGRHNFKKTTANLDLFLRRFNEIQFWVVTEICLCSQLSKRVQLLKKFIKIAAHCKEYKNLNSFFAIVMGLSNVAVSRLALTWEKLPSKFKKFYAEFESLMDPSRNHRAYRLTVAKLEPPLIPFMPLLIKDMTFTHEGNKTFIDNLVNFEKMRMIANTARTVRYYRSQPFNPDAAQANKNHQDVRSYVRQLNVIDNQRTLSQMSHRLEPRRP
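Readout is BODIPY fluorescence (480 nm excitation, 540 nm emission), which falls as labeled GDP is exchanged off Rap1B. EPAC2 at 100 nM acted on 250 nM RAP1B-BODIPY-GDP with 50 uM GDP present.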
Numbers without * were called inactive; i = inactive; ? = inconclusive; / = not tested or not shown; & = joins results of further samples; [ ] = remark or other dose. Unless noted, the call rests on the fitted dose curve; in most records, active means well fitted curve in the direction sought with a large enough effect; inconclusive means small, poorly fitted or top-dose-only effect, or another doubt; inactive means no such curve, though single readings can be large; an effect the other way counts as inactive or inconclusive.

Values in the order – ATXN2 expr inh | Nrf2 activator | ATXN viability | HepG2 tox | Nrf2 inh | TGFb SMAD3 inh | IL-2 act | EPAC2 agonist | A549 viability
1	C[C@H](CO)N1C[C@H](C)[C@@H](CN(C)S(=O)(=O)c2cccs2)Oc2ccc(NC(=O)Cc3ccccc3)cc2C1=O
    5% | 3.7% | i | -15% | -9% | -1% | -0.2 | 5% | 0%
2	COc1ccc(/C=N/n2c(C)nnc2C)c(OC)c1OC
    3% | 1.7% | i | -4% | 5% | 1% | -1.0 | 4% | 0%
3	CCC(=O)c1ccc(OCC(=O)N(C)CC(=O)Nc2cccc(F)c2)cc1
    / | 0.1% | i | 0% | 7% | -6% | -3.8 | 2% | 15%
4	CCN1CCN(C(=O)CN(c2cc(OC)ccc2OC)S(C)(=O)=O)CC1
    29% | -0.9% | i | 2% | 11% | 1% | -0.8 | 1% | -4%
5	CCCOc1ccc(/C=C/C(=O)Nc2sc(C)c(C)c2C(=O)OCC)cc1OC
    12% | 0.0% | i | -11% | 4% | 1% | / | / | -1%
6	COc1ccc(Cl)cc1C(=O)NNC1CC(=O)N(Cc2ccc(Cl)cc2)C1=O (centres undefined)
    -7% | 5.1% | i | -24% | -2% | -11% | -0.5 | 6% | 0%
7	COc1cccc(/C=N/n2c(-c3n[nH]c4c3CCC4)n[nH]c2=S)c1O
    -6% | 1.7% | i | 1% | 10% | -3% | -0.4 | -5% | 4%
8	COc1ccc(CCNC(=O)CCCn2c(=O)c3cccn3c3cccnc32)c(OC)c1OC
    -4% | -0.4% | i | 11% | ? | 7% | -2.4 | 9% | 0%
9	COC(=O)c1sc(NC(=S)NNC(=O)c2c(Br)c(C)nn2C)c(C(=O)OC)c1C
    -7% | -0.2% | i | -9% | -3% | -9% | -3.7 | 4% | 1%
10	CCN1C(=O)[C@H]2[C@@H](c3ccc(-c4ccc(OC)cc4)cc3)N[C@@](C)(C(=O)OC)[C@H]2C1=O
    -1% | 0.1% | i | 2% | 0% | 25% | -0.1 | 0% | -4%
11	COc1ccccc1-c1sc2ccccc2c1-c1ccc(OCCN2CCCCC2)cc1
    -7% | 11% | / | 11µM* | 3% | ? | -0.6 | 12% | -12%
12	Cn1c(=O)c2c(ncn2Cc2ccc(Cl)c(Cl)c2)n(C)c1=O
    -35% | -0.4% | i | -6% | ? | 22% | 0.9 | 1% | -14%
13	COC(=O)Cc1ccc(NC(=S)NCc2ccccc2Cl)cc1
    -6% | 2.2% | i | -8% | 25% | 0% | -0.4 | 8% | 17%
14	Cc1cccc(NC(=O)CCC2CCN(Cc3nccs3)CC2)c1
    / | 1.4% | i | 0% | 2% | 3% | -0.3 | 10% | 1%
15	CCO/N=C(/c1nonc1N)N1CCN(c2ccc([N+](=O)[O-])cc2)CC1
    -2% | 0.2% | i | -12% | -3% | 45%[activator] | 0.0 | 8% | -7%
16	Clc1ccc(CO/N=C/c2c(-c3ccccc3)nc3n2CCS3)c(Cl)c1
    -20% | 0.0% | i | -18% | ? | ? | -3.3 | 4% | 3%
17	CC(=O)c1ccc(NC(=O)c2nc(-c3ccccc3)n(-c3ccccc3)n2)cc1
    8% | 3.5% | i | -33% | 7% | 5% | / | / | -11%
18	O=C(O)c1cccc(NC(=O)c2cn(-c3ccccc3)nc2-c2cc3ccccc3o2)c1
    42%[activator] | 2.6% | ? | -24% | 11% | -7% | -0.1 | 8% | -6%
19	CCOc1ccc(-c2nonc2NC(=O)c2ccc(C)cc2)cc1OCC
    6% | 0.3% | i | -7% | -2% | 3% | / | / | -2%
20	CC(=O)c1c(C)[nH]c(C(=O)OCc2csc(CC(=O)Nc3ccccc3C)n2)c1C
    -26% | 5.3% | i | -13% | ? | -24% | -0.4 | -3% | -15%
21	CCN(CC(=O)Nc1c(F)cccc1F)C(=O)c1ccc(COc2ccccc2)cc1
    9% | 0.4% | ? | 5% | ? | -20% | -4.1 | 6% | -20%
22	OCC[C@@H]1C[C@H](O)[C@@H](O)[C@@]2(OCc3ccccc32)O1
    1% | 0.1% | i | 15% | -11% | 25% | -1.0 | 11% | 3%
23	Cc1cc(C)cc(NC(=O)CCS(=O)(=O)c2cccc3nsnc23)c1
    3% | -0.2% | i | -18% | -18%[9.27 µM] | 43%[activator] | / | / | 1%
24	CCc1ccc(OCC(=O)NNC(=O)Cc2cccs2)cc1
    12% | 0.3% | i | 2% | 7% | 9% | -5.7 | 1% | -5%
25	c1ccc(-n2cnnc2SCc2cn3ccccc3n2)cc1
    4% | 0.4% | i | -19% | / | 27% | 1.5 | 8% | 5%
26	CN(CC(=O)Nc1cccc(F)c1)C(=O)c1cn(-c2ccccc2)nc1-c1cccs1
    0% | 4.8% | i | -25% | -13% | ? | -0.7 | 6% | -17%
27	CCCOc1cccc(OCC(=O)Nc2nc3ccccc3[nH]2)c1
    -13% | 2.5% | i | -36% | -4% | 0% | -3.9 | 6% | 5%
28	COc1ccc(Cl)cc1C(=O)NCC(c1ccc(N(C)C)cc1)N1CCOCC1 (centres undefined)
    / | 1.0% | / | 8% | / | 33%[activator] | / | / | 2%
29	COc1ccccc1NC(=O)Nc1nc(CC(=O)Nc2ccc(F)c(F)c2)cs1
    7% | 3.1% | ? | -4% | ? | ? | 1.1 | 3% | -10%
30	Cc1ccc(C)c(Oc2coc3cc(OC(=O)c4cccs4)ccc3c2=O)c1
    0% | 0.4% | i | 24% | 1% | 11% | -0.7 | 7% | -2%
31	C=CCNC(=S)N1CCC(Cc2ccccc2)CC1
    -6% | -1.3% | i | -28% | ? | ? | -2.4 | 5% | 0%
32	O=C(Nc1ccccc1)C1CCCN(C(=O)c2ccc(F)cc2)C1 (centres undefined)
    3% | -0.2% | i | 1% | 3% | 3% | -0.6 | 9% | 0%
33	Cc1ccc(C)c(NC(=O)C2CCCN2/C=C/C(=O)C(F)(F)F)c1 (centres undefined)
    0% | -0.9% | i | 7% | -4% | -12% | -0.2 | 2% | 1%
34	COc1ccc(CCCNC(=O)C2Cc3c(-c4ccc(NC(C)=O)cc4)ccnc3O2)cc1 (centres undefined)
    -17% | 3.6% | i | -25% | / | 15% | 0.5 | 17% | /
35	Cc1cc(NC(=O)CSc2nc(C(C)C)nc3ccccc23)no1
    -8% | 10% | ? | -25% | 9% | 9% | -1.1 | -2% | -6%
36	COc1ccc(NS(=O)(=O)c2ccc(N3C(=O)CCC3=O)cc2)cc1
    2% | -0.6% | i | 0% | 1% | -14% | -1.8 | 9% | 1%
37	NC(=O)c1ccc(Oc2cccc3cccnc23)c([N+](=O)[O-])c1
    -9% | -0.8% | i | 7% | 2% | 3% | -0.1 | 4% | 2%
38	Cc1cc2c(s1)c1cnn(Cc3ccccc3F)c(=O)c1n2C
    -3% | -0.6% | i | -1% | -4%&14%&17% | -8% | -1.3 | 5% | 16%&2%&6%
39	CC(C)C(N)c1csc(Nc2ccccn2)n1 (centres undefined)
    -16% | 1.3% | ? | -1% | / | 23% | 0.1 | 8% | /
40	CN1CCOCCOCCN(C)C(=O)N2CCOCCOCCN(CCOCC2)C1=O
    -7% | 0.2% | i | -6% | -10% | -22% | -2.0 | 11% | 2%
41	Cc1ccc(C)c(NC(=S)NC(NC(=O)/C=C/c2ccccc2)C(Cl)(Cl)Cl)c1 (centres undefined)
    ? | -0.3% | ? | -28% | 8.2µM* | ? | -0.4 | -1% | -27%
42	Cc1ccc(C)c(N2CCN(S(=O)(=O)c3ccc4c(c3)NC(=O)CS4)CC2)c1
    -38% | 1.6% | ? | -3% | ? | ? | -3.2 | 17% | -7%
43	CCC(C)NC(=O)CSc1nc2ccccc2c(=O)n1CCCN1CCCCC1 (centres undefined)
    -27% | 0.1% | i | 25% | 6% | 1% | -0.4 | 11% | 0%
44	O=S(=O)(Cc1ccc(Cl)cc1)NCC1CCCO1 (centres undefined)
    -3% | -0.4% | i | -3% | -18% | -7% | -2.8 | 11% | 13%
45	Cc1ccc(CCNC(=O)CN2C(=O)COc3ccc(S(=O)(=O)N4CCCCC4)cc32)cc1
    2% | 2.0%&-0.4% | i | 2%&0% | ? | -8%&-6% | -1.3 | 4% | -1%&3%
46	COc1ccc(/C=N/NC(=O)C(C)n2cnc3ccccc3c2=O)cc1OC (centres undefined)
    8% | 2.2% | i | 5% | 0% | 8% | 0.7 | -7% | 1%
47	Cc1ccc(C(=O)Nc2nnc(SCC(=O)N3CCCc4ccccc43)s2)cc1
    ? | -2.4% | i | -12% | ? | -11% | -0.5 | 3% | 10%
48	O=C(NCC(c1cccs1)N1CCOCC1)c1ccc(Cl)c(S(=O)(=O)N2CCOCC2)c1 (centres undefined)
    -12% | 0.0% | i | -3% | -23% | -10% | 3.8 | 7% | 1%
49	O=C(c1cc([N+](=O)[O-])ccc1Cl)N1CCN(c2ccc(F)cc2)CC1
    / | 0.8% | i | -30% | -10% | -25% | 0.8 | 10% | 9%

One compound at a time (already shown). Screens in order: ATXN2 expr inh, Nrf2 activator, ATXN viability, HepG2 tox, Nrf2 inh, TGFb SMAD3 inh, IL-2 act, EPAC2 agonist, A549 viability
Entry for `Cc1ccc(CCNC(=O)CN2C(=O)COc3ccc(S(=O)(=O)N4CCCCC4)cc32)cc1` : 2%, 2.0%&-0.4%, i, 2%&0%, ?, -8%&-6%, -1.3, 4%, -1%&3%
Entry for `Cc1ccc(C(=O)Nc2nnc(SCC(=O)N3CCCc4ccccc43)s2)cc1` : ?, -2.4%, i, -12%, ?, -11%, -0.5, 3%, 10%
